From PubChem BioAssay
Mtb UGM inh: inhibitors of M. tuberculosis UDP-galactopyranose mutase. P9WIQ1. purified UGM, fluorescence polarization probe displacement. inhibition, % at 10 µM. 320,000 tested, 0.06% active; in the data active = inhibition above about 10%, passing the limit was not always enough; inconclusive = no clear call, values can overlap the other calls
GDH-TPI counter: counter-screen for M. tuberculosis FBA inhibitors: GDH-TPI coupled enzymes. inhibition, % at 4.8 µM. GDH-TPI coupled enzyme counterscreen, NADH absorbance. 360,000 tested, 1.2% active. AID 588335;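 note: 0% = DMSO wells and 100% = wells lacking the enzyme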
FadD28 FP inh: inhibitors of Mycobacterium tuberculosis FadD28 bisubstrate binding; FadD28 bisubstrate probe binding, fluorescence polarization; 360,000 tested, 0.22% active; inhibition, % at 12.5 µM; in the data active = inhibition above about 8.5%, passing the limit was not always enough; inconclusive = no clear call, values can overlap the other calls
VHR inh abs: blocks human VHR1 dual specificity phosphatase. recombinant VHR phosphatase, pNPP absorbance. 290,000 tested, 0.52% active. AID 1654. inhibition, % at 13.3 µM. P51452; in the data active = inhibition above about 50%; note: some compounds called inactive have numbers as strong as hits
Mtb FBA inh: Mtb fructose-bisphosphate aldolase inhibition | purified M. tuberculosis FBA, fluorescence read-out | inhibition, % at 1 µM | 360,000 tested, 2.3% active; in the data active = inhibition above about 27%;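 note: 0% = vehicle and 100% = reference inhibitor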
Target sequence (P9WQA3 whole entry, looked up): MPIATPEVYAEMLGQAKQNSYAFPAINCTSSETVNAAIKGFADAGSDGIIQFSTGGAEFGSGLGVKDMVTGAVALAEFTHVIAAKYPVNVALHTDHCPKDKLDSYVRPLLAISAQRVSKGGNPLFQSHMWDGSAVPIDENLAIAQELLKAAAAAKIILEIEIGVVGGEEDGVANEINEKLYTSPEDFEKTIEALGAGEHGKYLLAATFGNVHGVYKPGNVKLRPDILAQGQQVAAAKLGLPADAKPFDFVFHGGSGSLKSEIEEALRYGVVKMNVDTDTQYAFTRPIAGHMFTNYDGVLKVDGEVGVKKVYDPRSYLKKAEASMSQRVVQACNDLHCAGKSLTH
BioA inh: BioA (M. tuberculosis) enzyme inhibition. purified M. tuberculosis BioA enzyme, plate reader. inhibition, % at 9.99 µM. 360,000 tested, 0.096% active. AID 602481; in the data active = inhibition above about 40%; inconclusive = no clear call, values can overlap the other calls
CCHF vOTU inh: CCHFV vOTU protease inhibition. AID 651958. 370,000 tested, 0.55% active. Pep-AMC fluorescence. inhibition, % at 11.5 µM; note: 0% = vehicle wells with enzyme and 100% = no enzyme wells
MazEF act: activators of E. coli MazEF toxin-antitoxin RNase | P0AE70 | FAM/BHQ RNA-DNA oligo cleavage fluorescence, 5 h | activation, % at 20 µM | 350,000 tested, 0.32% active | AID 504720; in the data active = activation above about 50%
Target sequence (P0AE70 whole entry, looked up): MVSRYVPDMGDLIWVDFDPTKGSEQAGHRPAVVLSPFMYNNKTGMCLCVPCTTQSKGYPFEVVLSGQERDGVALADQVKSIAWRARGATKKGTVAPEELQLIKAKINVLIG
Rv3671c inh: inhibits the M. tuberculosis serine protease Rv3671c; P9WHR9; inhibition, % at 5.96 µM; 320,000 tested, 0.048% active; AID 2606; in the data active = inhibition above about 38%;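 note: extracellular domain of Rv3671c used as enzyme; 0% = enzyme with DMSO and 100% = no enzyme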
Target sequence (P9WHR9 whole entry, looked up, the tested form may be a part): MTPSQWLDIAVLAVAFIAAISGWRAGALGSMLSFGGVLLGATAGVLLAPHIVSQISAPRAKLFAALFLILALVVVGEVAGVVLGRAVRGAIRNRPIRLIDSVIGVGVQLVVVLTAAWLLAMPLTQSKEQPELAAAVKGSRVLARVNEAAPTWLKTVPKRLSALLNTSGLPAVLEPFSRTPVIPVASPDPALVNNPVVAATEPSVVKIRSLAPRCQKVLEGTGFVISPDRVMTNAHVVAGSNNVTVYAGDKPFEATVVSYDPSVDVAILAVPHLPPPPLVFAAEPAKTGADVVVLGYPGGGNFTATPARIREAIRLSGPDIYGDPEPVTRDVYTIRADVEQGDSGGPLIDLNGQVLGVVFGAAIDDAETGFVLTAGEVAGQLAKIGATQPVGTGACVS
BoNT-F LC inh: blocks Botulinum neurotoxin F light chain protease; Multiplex microsphere protease cleavage assay, flow cytometry; inhibition, % at 10 µM; 360,000 tested, 0.22% active; AID 588497; in the data active = inhibition above about 35%, passing the limit was not always enough; inconclusive = no clear call, values can overlap the other calls; note: plate controls were buffer without enzyme for full effect and enzyme alone for no effect
Starred values were filed as active, the others as inactive; ? = inconclusive; nt = not tested or not shown; & = joins results of further samples. Cut-off read from the data, not from the text of the source, unless noted: active = inhibition above about 30%; inactive = the rest.

Values in the order – Mtb UGM inh, GDH-TPI counter, FadD28 FP inh, VHR inh abs, Mtb FBA inh, BioA inh, CCHF vOTU inh, MazEF act, Rv3671c inh, BoNT-F LC inh
O=C(NC(NC(=S)N1CCOCC1)C(Cl)(Cl)Cl)c1cccc2ccccc12 (configuration not stated)
    -0.4, 5, ?, -1, 1, -0.6, -2, 11, 0, 0
O=C(NCc1ccc2c(c1)OCO2)c1cc(COc2c(F)cccc2F)on1
    1.4, -11, nt, 4, 1, -1.2, 10, -4, -8, -1
Cc1cc(F)ccc1NC(=O)Cn1c(C)csc1=O
    0.0, 3, -2.8, nt, -2, 1.5, -6, 1, 1, 0
Cc1[nH]c2ccccc2c1C(=O)CCl
    nt, -3, -2.6, 6, 1, nt, 4, 2, nt, -4
CCOC(=O)CNc1nc(OCC#N)nc(N2CCOCC2)n1
    -2.2, 10, 1.0, 7, 3, 0.1, -4, -10, 4, -1
COC(=O)CSc1ncnc2scc(-c3ccccc3)c12
    0.3, -10, -2.4, -13, 1, -0.3, -1, -2, 1, -2
CCCc1cc(=O)[nH]c(SCC)n1
    -0.2, 4, 2.6, 23, 3, -2.6, -12, -1, -8, 1
COc1ccc(-c2noc(N3CCCC(C(=O)Nc4ccc(C(C)=O)cc4)C3)n2)cc1 (configuration not stated)
    -0.5, -1, 0.1, 10, 3, 12, 18, 3, -20, -5
COC(=O)C1=C(c2cccc(C#N)c2)C[C@@H]2CC[C@H]1N2C(=O)NCCO
    0.5, 6, -0.9, nt, -2, -1.5, 7, 1, 2, 1
CN1CCN(CCCNC(=O)c2ccc(CS(=O)(=O)c3ccc(Br)cc3)o2)CC1
    1.3, 3, -2.4, 27, 2, 0.0, 5, 10, -2, -1
COc1ccc(C)cc1NC(=O)CCc1c(C)nn(-c2ccc(N3CCCCC3)nn2)c1C
    -3.3, -1, 0.5, 2, 3, 0.3, 10, 2, -3, -4
O=C(COC(=O)Cc1c(Cl)cccc1Cl)Nc1ccccc1-c1ccccc1
    -0.5, 12, -3.0, -1, 1, nt, 17, -3, 5, 3
COc1cccc(NC(=S)N2CCn3cccc3C2c2cccnc2)c1 (configuration not stated)
    -2.1, 1, 0.6, 10, 2, nt, 14, 6, 4, -9
COCCNC(=O)c1cc(-c2ccncc2)nc2ccc(S(=O)(=O)N3CCOCC3)cc12
    0.9, -1, 0.3, -3, 0, nt, -7, 7, -5, 6
O=C(CCn1c(=O)oc2ccccc21)Nc1cccc(Cl)c1
    -0.6, -13, -4.1, -17, -3, 0.9, -3, 13, 4, -15
CN1CCN(Cc2ccccc2Sc2ccccc2)CC1
    -1.0, 2, -1.6, -7, 1, -2.1, 0, 8, 11, -9
O=C1OCc2nc3cc4c(cc3c(-c3ccc(F)cc3)c21)OCO4
    -2.2, 13, nt, 10, 73*, -1.3, -20, 0, -3, ?
CCc1noc(C)c1C(=O)OC(C)C(=O)c1c(C)[nH]c2ccccc12 (configuration not stated)
    0.8, 1, nt, nt, -5, 4.0, 2, -10, 2, -2
O=C(COC(=O)CCc1c[nH]c2ccccc12)NCCc1ccccc1
    -0.8, 0, -2.8, nt, -4, 4.1, -4, -19, 5, -7
O=C(COC(=O)C1CC2CCCC(C1)C2=O)Nc1ccc(Cl)cn1 (configuration not stated)
    nt, 2, -2.3, nt, -3, -2.4, 3, 4, -4, -2
Cc1ccccc1CSc1nc2c(c(=O)[nH]1)CCC2
    -2.1, 13, -1.3, 11, 3, -0.7, nt, 6, -4, 11
COc1ccc(N2CCN(Cc3cc(=O)oc4ccc(Cl)cc34)CC2)cc1
    1.5, -2, -1.9, 15, -4, 0.8, -20, 3, 5, -20
c1ccc(SCc2nc(-c3ccncc3)n[nH]2)nc1
    1.0, 13, -1.3, 20, 4, nt, 7, -6, 5, 6
Clc1ccc(-n2ncc3c(N4CCCC4)ncnc32)cc1
    2.8, 9, -1.9, 12, 3, nt, -10, -8, -2, -6
CCCCN(C)c1c(C)nc2ccc(C(=O)N3CCN(C(C)=O)CC3)cn12
    nt, 10, -0.9, nt, 0, 0.3, 7, nt, nt, 1
COc1ccc(-c2n[nH]c(C(F)(F)F)c2-c2cc3ccccc3o2)c(O)c1
    -0.4, 9, -12, 8, 11, -2.3, 10, 5, -41, -16
CC(=O)OCC(=O)N1CCN(c2ccc([N+](=O)[O-])cc2)CC1
    0.2, 11, -1.3, 12, -8, nt, 0, 4, -3, 0
COc1ccc(NC(=S)NC(NC(=O)CF)C(Cl)(Cl)Cl)cc1[N+](=O)[O-] (configuration not stated)
    0.1, -3, -1.4, 18, 3, -1.4, 19, 4, -8, -8
COCCN(CCOC)C(=O)C12CCC(C)(C(=O)C1)C2(C)C (configuration not stated)
    1.5, 4, 0.1, 2, 1, 1.4, 16, 5, -6, -4
CC(C)(C)OC(=O)N[C@@H](CCCCNC(=O)OCc1ccccc1)c1nnc([C@H](CCCCNC(=O)OCc2ccccc2)NC(=O)OC(C)(C)C)o1
    -1.8, 16, 1.8, -9, -2, -0.7, nt, -5, -13, -5
Cc1ccc(S(=O)(=O)NC(CC(C)C)C(=O)NCC(C)(C)N2CCOCC2)cc1 (configuration not stated)
    4.4, -2, -3.3, nt, -1, -1.2, -8, 5, 3, -11
O=[N+]([O-])c1cccc(O)c1
    3.4, -3, -3.2, nt, -1, -0.3, -4, 9, -7, -2
O=C1N/C(=N\N=C\c2cccs2)SC1Cc1ccc(Cl)cc1 (configuration not stated)
    -0.7, 9, -1.3, 37, -2, -2.7, 8, -10, 3, -3
C=CCCCCCCCCC(=O)NNC1CC(=O)N(c2ccccc2)C1=O (configuration not stated)
    -2.2, -14, -4.2, 13, -1, 0.8, 3, 3, 10, ?
Cc1ccc(-n2ccc(=O)c(-c3ccnc(SCc4cccc(Cl)c4)n3)n2)cc1
    1.9, 28, -2.3, 32, 5, -2.4, 10, 15, -5, 18
Cc1cccc(Nc2ccc(C(=O)O)cc2[N+](=O)[O-])c1C
    4.0, 3, -1.5, 53*, -6, 1.1, -2, -4, -3, 4
COc1ccc(-c2nc3ccccc3n2OC(=O)N(C)C)cc1
    0.2, 5, -5.9, -2, 1, -0.7, 11, -2, 6, -4
Cc1cc(C(=O)COc2ccc(Cl)cc2Br)c(C)n1C
    1.0, 12, -2.7, 24, -6, nt, -3, -7, 2, -8
O=C(N/N=C/c1c(O)n(-c2ccccc2Cl)c(=O)c2ccccc12)C1COc2ccccc2O1 (configuration not stated)
    -0.6, 15, ?, -5, 34*, nt, nt, -14, 16, -12
CC(C)OCCCNC(=O)c1ccccc1Oc1ccccc1
    4.9, -4, -3.0, 2, 2, 1.5, 5, -5, 0, -4
COc1cccc(/C=N/NC(=O)Cn2nc([N+](=O)[O-])cc2C)c1
    2.7, -3, -1.4, -10, 0, nt, -5, -4, -2, nt
CCCc1cc(-c2[nH]ncc2-c2ccc3c(c2)OCCCO3)c(O)cc1O
    -1.9, 2, -2.7, 4, 1, 2.9, 2, 7, -2, -11
CCOc1cc(/C=C/C(=O)O)ccc1OCCO
    0.0, -3, -4.2, 22, 1, nt, -5, 5, -1, -2
Cc1ccc(O)c(C(CC(=O)NC2CCCCC2)c2ccccc2)c1 (configuration not stated)
    0.6, 1, -1.8, 16, -1, -2.0, 9, -8, -3, -1
Cc1c(NC(=O)CCCN2C(=O)c3cccc4cccc(c34)C2=O)c(=O)n(-c2ccccc2)n1C
    -0.4, 6, -1.9, 6, 7, nt, 0, -2, -6, 0
Cc1cc(N2CCN(C)CC2)nc2ccc(NC(=S)N3CCCCCC3)cc12
    -6.1, 13, -2.5, 20, 15, 0.7, -3, 7, 11, -13
N#CCCN(Cc1ccccc1)S(=O)(=O)c1cccs1
    -1.3, -2, -4.0, -2, 6, 0.6, -16, -3, 1, -30
Cc1cc(C)c2c(CN3CCCCC3C)cc(=O)oc2c1 (configuration not stated)
    1.2, 1, -0.3, -10, -1, 0.3, -4, 6, 0, ?
N=C1c2ccccc2CN1NC(=O)c1ccco1
    4.9, 12, -2.1, nt, 4, 0.0, 4, 8, 2, -7
CCC(=O)NCCc1cc2cc(C)c(C)cc2[nH]c1=O
    -0.1, 9, -2.1, 6, 10, nt, 13, 7, 2, 2
Cc1n[nH]c(=O)nc1NCc1ccccc1Cl
    -1.5, 11, -3.4, 15, 0, nt, -2, 1, 6, 4
C=CCN(CC(=O)O)S(=O)(=O)c1ccccc1C(F)(F)F
    0.3, 9, -0.5, 6, -2, nt, 7, 5, -2, -2
Cc1ccc2[nH]c(=O)c(CN(Cc3cccs3)Cc3nnnn3CC3CCCO3)cc2c1 (configuration not stated)
    2.1, 18, -2.5, 21, 0, 3.0, 4, -14, -4, -6
C[C@@H]1CCCCO[C@@H](CN(C)Cc2ccc(C(F)(F)F)cc2)[C@@H](C)CN([C@H](C)CO)C(=O)c2cc(N(C)C)ccc2O1
    nt, 3, -2.4, nt, -3, 1.9&5.8, 19, 12, nt, -8
COc1ccc2c(c1)[C@H]1[C@H](CO2)[C@H](c2ccccc2)[C@]2(C)C(=O)N(Cc3ccc(C)cc3)CC(=O)N12
    2.0, 9, -1.2, nt, 6, 0.4, nt, 4, -7, -10
O=C(NCCN1CCOCC1)C(=O)NCC1OCCN1S(=O)(=O)c1ccc(Br)cc1 (configuration not stated)
    -4.3, -3, -3.3, 10, -2, 0.9, 1, 5, 2, 0
CC1=NN(C(=O)c2cccnc2)C(O)(C(F)(F)F)C1 (configuration not stated)
    -0.5, 10, -1.2, 11, -1, 0.1, 7, 7, -9, -4
Cc1nnc(SCCn2c(N3CCC(C)CC3)nc3c2c(=O)n(C)c(=O)n3C)s1
    -2.3, 2, -1.2, nt, 3, 1.0, -5, -2, 2, -1
Cc1cc(=O)oc2cc(NC(=O)C3COc4ccccc4O3)ccc12 (configuration not stated)
    -2.2, 10, 0.5, 16, 8, -1.7, -5, -9, -12, 1
CCCC(=O)NCc1cc(-c2nn(C)c(=O)c3ccccc23)ccc1OC
    -0.5, -2, -1.2, 21, 10, -0.9, 0, 2, 8, 1
Cc1ccc(C(=O)Nc2ccccc2C(=O)O)cc1NC(=O)COc1c(C)cccc1C
    0.5, -8, -10, -10, -3, -0.2, 16, 1, -7, -4
CC(=O)Nc1ccc(-c2nnn(CC(=O)c3ccc(F)cc3)n2)cc1Cl
    0.3, 1, -2.3, 7, 1, -0.2, 12, -4, -14, -26
